Bioassay records as filed in PubChem.
RSV CPE inhibition: inhibition of RSV-induced cytopathic effect – HEp-2 cells, primary 10 µM value included (AID 2391). HEp-2 cells, RSV-induced CPE inhibition; higher % means a stronger effect. 310,000 compounds, 0.13% hits. CPE inhibition, % at 10 µM, or IC50 in µM where a hit was titrated; in the data active = a potency from the dose series; inconclusive = CPE inhibition mostly from about 23% at the one dose, without a potency; inactive = the rest, 99 in 100 with CPE inhibition below about 21%; note: strong numbers were not always called active
GPR55 antagonists: GPR55 antagonists blocking LPI-driven arrestin recruitment, primary screen, imaging, U2OS, beta-arrestin-GFP, LPI agonist (AID 2013) | 290,000 compounds, 0.13% hits | inhibition, % at 10 µM, or IC50 in µM where a hit was titrated | U2OS GPR55 beta-arrestin-GFP translocation imaging, LPI antagonism; higher % means a stronger effect;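 active = spots per cell inhibited over 60%, with over 100 cells counted and total cytoplasm intensity under 500,000; inconclusive = wells with under 100 cells, flagged as likely toxic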;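 note: U2OS cells stably carrying GPR55 and arrestin-GFP stimulated by 5 µM LPI near EC80; imaged beta-arrestin-GFP aggregate spots per cell after agonist stimulation; plate controls were LPI-stimulated DMSO wells for no effect and DMSO wells without LPI for full effect; some results filed as inactive read as strong as hits; confirmed hits need IC50 under 10 µM and bright autofluorescent wells are also inconclusive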
GPR35 antagonists: GPR35 antagonists blocking zaprinast-driven arrestin recruitment, primary screen, imaging, U2OS, beta-arrestin-GFP, zaprinast agonist (AID 2058). U2OS GPR35 beta-arrestin-GFP translocation imaging, zaprinast antagonism; higher % means a stronger effect. inhibition, % at 10 µM, or IC50 in µM where a hit was titrated. 290,000 compounds, 0.052% hits;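 active = inhibition of at least 50% with at least 30 cells and total cytoplasm GFP at most 10,000,000; inconclusive = under 30 cells or total GFP of 10,000,000 plus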
K1F lysis inhibition: inhibition of K1F phage lysis, E. coli UTI89, bacterial capsule biogenesis inhibitors, alamar blue (AID 488966) | one-dose inhibition, % at 100 µM; IC50 in µM for titrated hits | 340,000 compounds, 0.02% hits | E. coli UTI89 K1F phage lysis, alamar blue, 2 h; higher % means a stronger effect;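 active = phage lysis inhibition, versus mean bacterial control, above a set limit; inconclusive = no clear call, values can overlap the other calls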;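 note: capsule biogenesis inhibitors block K1F phage lysis so surviving cells raise fluorescence; higher fluorescence means more inhibition of phage lysis; actives were called in the ten point dose series up to 300 µM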
Dengue-2 NS5 capping: flavivirus cap methylation enzyme inhibition – biochemical, confirmation dose response, primary screen (AID 588689); Dengue-2 NS5 methyltransferase capping enzyme assay, biochemical; higher % means a stronger effect; inhibition, % at 25 µM, or IC50 in µM where a hit was titrated; 340,000 compounds, 0.3% hits; in the data active = a potency from the dose series; inconclusive = inhibition above about 29% without an active follow-up result
SV40 large T antigen: SV40 large T antigen inhibitors, biochemical (AID 1903); SV40 large T antigen ATPase/helicase inhibition assay; higher % means a stronger effect; inhibition, % at 20 µM, or IC50 in µM where a hit was titrated; 310,000 compounds, 0.39% hits; in the data active = a potency from the dose series; inconclusive = inhibition mostly from about 32% at the one dose, without a potency; inactive = the rest, 99 in 100 with inhibition below about 32%; note: strong numbers were not always called active
HIV peptide binding: inhibitors of HIV fusion peptide binding, primary screen, biochemical, uHTS, fluorescence dequenching (AID 1986); 290,000 compounds, 0.3% hits; cell-free peptide binding, fluorescence dequenching, 30 min; higher % means a stronger effect; one-dose inhibition, % at 20 µM; IC50 in µM for titrated hits; in the data active = inhibition mostly above about 52%, no sharp cut-off; inactive = mostly below about 76%; note: some results filed as inactive read as strong as hits
MgcRacGAP inhibition: MgcRacGAP GTPase-activating activity inhibitors, confirmation, biochemical, ADP Hunter fluorescence | MgcRacGAP-stimulated Rac1 GTP hydrolysis, ADP Hunter fluorescence; higher % means a stronger effect; GST-tagged Rac1 F28L mutant substrate | inhibition, % at 30 µM, or IC50 in µM where a hit was titrated | 340,000 compounds, 0.6% hits | AID 624330;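 active = first-screen hits whose inhibition reached a set limit at any dose in the follow-up dose series; inconclusive = inhibition above the set first-screen limit but never retested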;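 note: fluorescence reports GDP produced by GAP-driven GTP hydrolysis; strong numbers were not always called active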
PhoP inhibition: PhoP-dependent GFP reporter repression – Salmonella Typhimurium, primary screen (AID 1863) | inhibition, % at 50 µM, or IC50 in µM where a hit was titrated | 300,000 compounds, 0.16% hits | S. Typhimurium PhoP-regulated promoter GFP reporter, 4 h; higher % means a stronger effect;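 active = inhibition over 29.93%, a cutoff 3 SD above the screen mean, later confirmed by dose response; inconclusive = inhibition over 29.93% but no dose response follow-up; inactive = inhibition at most 29.93% or unconfirmed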;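 note: 0% = low Mg2+ inducing control and 100% = high Mg2+ repressing control; strong numbers were not always called active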
Dengue-2 NS5 capping pilot replicate: also measured in Dengue-2 NS5 capping; calls as there; inhibition, %; measured here: pilot screen replicate inhibition
Numbers without * were called inactive; [ ] = dose if it differs, or a comment.

CC(C)(C)c1cc(N)n2nc(C(C)(C)C)cc2n1 was read as RSV CPE inhibition 2.8%, GPR55 antagonists 7%, GPR35 antagonists 6%, K1F lysis inhibition 1.0%, Dengue-2 NS5 capping -2%, SV40 large T antigen 0%, HIV peptide binding -1.8%, MgcRacGAP inhibition 4% and PhoP inhibition -1%.
`O=C(/C=C/c1cccc(F)c1)N1CCc2ccccc21` gave RSV CPE inhibition 1.2%, GPR55 antagonists -5%, GPR35 antagonists -5%, K1F lysis inhibition 1.5%, Dengue-2 NS5 capping -1%, SV40 large T antigen 6%, HIV peptide binding 4.2%, MgcRacGAP inhibition -19% and PhoP inhibition -23%.
For Cc1cc([N+](=O)[O-])nn1CC(=O)N/N=C/c1ccc(O)cc1O the results were RSV CPE inhibition 0.6%, GPR55 antagonists 5%, GPR35 antagonists -10%, K1F lysis inhibition -0.4%, Dengue-2 NS5 capping 1%, SV40 large T antigen 31%, HIV peptide binding 4.1%, MgcRacGAP inhibition inconclusive and PhoP inhibition 15%.
`COc1cc(/C=C2/C(C)=C(C#N)c3nc(N)c(C#N)c(C)c32)ccc1OCC(=O)O` gave RSV CPE inhibition 1.7%, GPR55 antagonists -1%, GPR35 antagonists 1%, SV40 large T antigen 89µM*, HIV peptide binding 27% and PhoP inhibition 5%.
`O=C(NN1C(=O)c2ccccc2NC1c1ccoc1)c1ccc([N+](=O)[O-])cc1` (centres undefined) gave RSV CPE inhibition 1.3%, GPR55 antagonists 12%, GPR35 antagonists -4%, K1F lysis inhibition 0.8%, Dengue-2 NS5 capping -6%, SV40 large T antigen 9%, HIV peptide binding 2.0%, MgcRacGAP inhibition 5% and PhoP inhibition -6%.
CCOC(=O)Cc1csc(NS(=O)(=O)c2cccc([N+](=O)[O-])c2)n1 was read as RSV CPE inhibition 1.6%, GPR55 antagonists 0%, GPR35 antagonists 2%, K1F lysis inhibition -0.3%, Dengue-2 NS5 capping 11%, SV40 large T antigen 28%, HIV peptide binding 1.8%, MgcRacGAP inhibition 16% and PhoP inhibition -5%.
For Cc1ccc(SCC(=O)OC(C)C(=O)N2CCc3ccccc32)cc1 (centres undefined) the results were RSV CPE inhibition -0.4%, K1F lysis inhibition 0.6%[50 µM], Dengue-2 NS5 capping -10%, SV40 large T antigen 5%, MgcRacGAP inhibition -2% and PhoP inhibition -6%.
O=C(Nc1cccc2ccccc12)c1cc2c(cc1Br)OCO2 was read as RSV CPE inhibition 5.5%, GPR55 antagonists 11%, GPR35 antagonists 16%, K1F lysis inhibition 0.3%, Dengue-2 NS5 capping -8%, SV40 large T antigen 4%, HIV peptide binding -0.9%, MgcRacGAP inhibition 6% and PhoP inhibition 4%.
`CCOc1ccc(S(=O)(=O)NC(Cc2cnc[nH]2)C(=O)O)cc1` (centres undefined) gave RSV CPE inhibition 2.2%, GPR55 antagonists -3%, GPR35 antagonists -3%, K1F lysis inhibition 0.4%, Dengue-2 NS5 capping 5%, SV40 large T antigen 0%, HIV peptide binding 1.1%, MgcRacGAP inhibition -3% and PhoP inhibition -8%.
Screening Cc1ccc(NS(=O)(=O)c2ccc(NC(=O)c3cccs3)cc2)c(C)c1 returned RSV CPE inhibition 2.6%, GPR55 antagonists -8%, GPR35 antagonists -13%, K1F lysis inhibition 3.3%, Dengue-2 NS5 capping -4%, SV40 large T antigen 12%, HIV peptide binding 0.3%, MgcRacGAP inhibition 4% and PhoP inhibition -3%.
CC(=O)O[C@H]1C(=O)[C@]2(C)[C@H]([C@H](OC(=O)c3ccccc3)[C@]3(O)C[C@H](OC(=O)[C@H](O)[C@@H](NC(=O)c4ccccc4)c4ccccc4)C(C)=C1C3(C)C)[C@]1(OC(C)=O)CO[C@@H]1C[C@@H]2O was read as RSV CPE inhibition -0.8%, K1F lysis inhibition 2.7%, Dengue-2 NS5 capping 1%, SV40 large T antigen 25%, MgcRacGAP inhibition -1% and PhoP inhibition 7%.
For COC(=O)c1ccc(N(CC(=O)NC2CCCC2)C(=O)CNC(=O)c2cccs2)cc1 the results were RSV CPE inhibition 0.0%, GPR55 antagonists -3%, GPR35 antagonists -12%, K1F lysis inhibition 0.1%, Dengue-2 NS5 capping -6%, SV40 large T antigen 2%, HIV peptide binding -2.4%, MgcRacGAP inhibition 9% and PhoP inhibition 9%.
COCCSc1nnc(NC(=O)C2CC(=O)N(c3ccc(C)cc3)C2)s1 (centres undefined) was read as RSV CPE inhibition 1.1%, GPR55 antagonists -5%, GPR35 antagonists -13%, K1F lysis inhibition 0.1%, Dengue-2 NS5 capping -11%, SV40 large T antigen 3%, HIV peptide binding -0.7%, MgcRacGAP inhibition 2% and PhoP inhibition -8%.
COc1cc(C)c(C#N)c(OC)n1 was read as RSV CPE inhibition -0.2%, GPR55 antagonists 16%, GPR35 antagonists 10%, K1F lysis inhibition -0.5%, Dengue-2 NS5 capping -4%, SV40 large T antigen -1%, HIV peptide binding 32%, MgcRacGAP inhibition 8% and PhoP inhibition 7%.
Screening CCN(CC)C(=O)C1=C(C)NC(=S)NC1c1ccc(C)s1 (centres undefined) returned RSV CPE inhibition -0.3%, GPR55 antagonists 9%, GPR35 antagonists 7%, K1F lysis inhibition 0.4%, Dengue-2 NS5 capping -5%, SV40 large T antigen 8%, HIV peptide binding -1.5%, MgcRacGAP inhibition 14% and PhoP inhibition 1%.

Structures from the list above that contain a COOH group:
`COc1cc(/C=C2/C(C)=C(C#N)c3nc(N)c(C#N)c(C)c32)ccc1OCC(=O)O` gave RSV CPE inhibition 1.7%, GPR55 antagonists -1%, GPR35 antagonists 1%, SV40 large T antigen 89µM*, HIV peptide binding 27% and PhoP inhibition 5%.
`CCOc1ccc(S(=O)(=O)NC(Cc2cnc[nH]2)C(=O)O)cc1` (centres undefined) gave RSV CPE inhibition 2.2%, GPR55 antagonists -3%, GPR35 antagonists -3%, K1F lysis inhibition 0.4%, Dengue-2 NS5 capping 5%, SV40 large T antigen 0%, HIV peptide binding 1.1%, MgcRacGAP inhibition -3% and PhoP inhibition -8%.

(further entries)
CCC1(c2ccc(F)cc2)NC(=O)N(CC(=O)N2c3ccccc3NC(=O)CC2C)C1=O (centres undefined) was read as RSV CPE inhibition 0.6%, K1F lysis inhibition 0.7%[50 µM], Dengue-2 NS5 capping -9% and MgcRacGAP inhibition 0%.
`COc1cccc(-c2nnc3sc(-c4ccccn4)nn23)c1` gave RSV CPE inhibition 0.1%, GPR55 antagonists -3%, GPR35 antagonists 2%, K1F lysis inhibition 1.5%[50 µM], Dengue-2 NS5 capping -2%, SV40 large T antigen 7%, HIV peptide binding 2.2%, MgcRacGAP inhibition 6% and PhoP inhibition -3%.
For COc1ccc(Br)cc1S(=O)(=O)N1CC(C)OC(C)C1 (centres undefined) the results were RSV CPE inhibition 2.5%, GPR55 antagonists 11%, GPR35 antagonists -3%, K1F lysis inhibition 0.1%, Dengue-2 NS5 capping 6%, SV40 large T antigen 7%, HIV peptide binding -1.1%, MgcRacGAP inhibition 6% and PhoP inhibition 2%.
For Cc1ccc(/C=N\NC(=O)c2cc([N+](=O)[O-])cc([N+](=O)[O-])c2)o1 the results were RSV CPE inhibition 1.1%, GPR55 antagonists 3%, GPR35 antagonists -1%, K1F lysis inhibition -5.1%, Dengue-2 NS5 capping 3%, SV40 large T antigen 9%, HIV peptide binding 10%, MgcRacGAP inhibition 3% and PhoP inhibition -10%.
Screening CN1C(=O)[C@@H]2[C@@H]3C[C@@H]([C@H]4ON=C(c5ccc(Cl)cc5)[C@@H]34)[C@@H]2C1=O returned RSV CPE inhibition 2.2%, GPR55 antagonists 4%, GPR35 antagonists 6%, K1F lysis inhibition 5.9%, Dengue-2 NS5 capping -1%, SV40 large T antigen 10%, HIV peptide binding 0.7%, MgcRacGAP inhibition -1% and PhoP inhibition 0%.
For COc1ccc(CNC(=O)N2CCN(c3cccc(Cl)c3)CC2)cc1OC the results were RSV CPE inhibition inconclusive, GPR55 antagonists -14%, GPR35 antagonists 5%, K1F lysis inhibition 0.4%, Dengue-2 NS5 capping -3%, SV40 large T antigen 3%, HIV peptide binding 0.8%, MgcRacGAP inhibition 6% and PhoP inhibition -1%.
Cc1cc(=O)oc2cc(OCC(=O)OCC(=O)N(CCC#N)c3ccccc3)ccc12 was read as RSV CPE inhibition 1.5%, GPR55 antagonists -6%, GPR35 antagonists 2%, K1F lysis inhibition 0.2%, Dengue-2 NS5 capping -2%, SV40 large T antigen -2%, HIV peptide binding -1.5%, MgcRacGAP inhibition -1% and PhoP inhibition 5%.
For Cc1ccc(-c2nc3ccccc3s2)cc1NC(=O)c1ccc2c(c1)OCO2 the results were RSV CPE inhibition 1.3%, GPR55 antagonists 25%, GPR35 antagonists 6%, K1F lysis inhibition 3.9%, Dengue-2 NS5 capping -2%, SV40 large T antigen 1%, HIV peptide binding -1.0%, MgcRacGAP inhibition 0% and PhoP inhibition -9%.
`O=C(O)c1cc(S(=O)(=O)NCC2CCCO2)ccc1Cl` (centres undefined) gave RSV CPE inhibition 1.1%, GPR55 antagonists 13%, GPR35 antagonists -11%, K1F lysis inhibition 0.3%, Dengue-2 NS5 capping 5%, SV40 large T antigen 2%, HIV peptide binding 2.2%, MgcRacGAP inhibition 1% and PhoP inhibition -4%.
Screening Cn1c(=O)cc(OCC(=O)NCCCN2CCN(c3ccccc3F)CC2)c2ccccc21 returned RSV CPE inhibition -0.9%, GPR55 antagonists 0%, GPR35 antagonists -4%, K1F lysis inhibition 0.6%, Dengue-2 NS5 capping -4%, SV40 large T antigen 15%, HIV peptide binding 0.2%, MgcRacGAP inhibition 1%, PhoP inhibition 8% and Dengue-2 NS5 capping pilot replicate 0.6.
Screening CCOC(=O)c1sc(NC(=O)CCN2C(=O)c3ccccc3C2=O)c(C(=O)OCC)c1C returned RSV CPE inhibition 3.3%, GPR55 antagonists -6%, GPR35 antagonists -3%, K1F lysis inhibition 0.6%, Dengue-2 NS5 capping -3%, SV40 large T antigen 4%, HIV peptide binding -0.3%, MgcRacGAP inhibition 9% and PhoP inhibition -7%.
